Screening data: PubChem BioAssay, several laboratories
S1P2 antag = blocks the human S1P2 receptor. O95136. cell-based S1P2 antagonist assay, inhibition at 5 uM. inhibition, % at 5 µM. hit rate 0.21% among 97,000; in the data active = inhibition above about 45%;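 also: CRE beta-lactamase reporter cells expressing human S1P2 stimulated with S1P; 0% = agonist at EC80 alone and 100% = agonist plus reference antagonist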
Target sequence (O95136 whole entry, looked up): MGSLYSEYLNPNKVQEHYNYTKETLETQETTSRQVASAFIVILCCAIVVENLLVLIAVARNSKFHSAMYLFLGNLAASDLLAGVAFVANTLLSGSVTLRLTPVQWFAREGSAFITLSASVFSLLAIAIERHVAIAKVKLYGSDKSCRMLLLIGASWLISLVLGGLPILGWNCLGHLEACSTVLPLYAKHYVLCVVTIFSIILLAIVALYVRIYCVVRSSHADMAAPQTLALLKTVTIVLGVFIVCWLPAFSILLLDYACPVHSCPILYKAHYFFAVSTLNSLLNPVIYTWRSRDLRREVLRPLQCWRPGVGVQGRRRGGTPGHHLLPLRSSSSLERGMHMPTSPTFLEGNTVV
HIV Rev-RRE inh = inhibitors of HIV-1 Rev-RRE RNA interaction; P05866; Rev peptide-RRE RNA binding, FRET; inhibition, % at 8 µM; hit rate 0.79% among 97,000; AID 704;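 active = inhibition above the screen-wide mean plus 3 SD, cut at about 35% in these data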;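 also: 0% = median DMSO wells and 100% = median Neomycin B control wells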
Target sequence (P05866 whole entry, looked up): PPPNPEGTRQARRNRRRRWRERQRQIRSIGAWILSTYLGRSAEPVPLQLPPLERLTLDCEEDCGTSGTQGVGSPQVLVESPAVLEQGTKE
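Test system – labelled RRE RNA duplex and labelled Rev peptide · Reagent – labelled Rev peptide · Doses – one concentration, 8 µM nominal · Incubation – 5 + 15 min at 25 °C · Signal – FRET fluorescence readout · Read-out basis – % inhibition of FRET ratio versus controls · Control set – DMSO wells as 0% and neomycin B wells as 100% inhibition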
PostGolgi ctrl = inhibits growth of the yeast control strain | efflux-deficient yeast background strain, growth absorbance A615, 16 h | inhibition, % at 10 µM | hit rate 5% among 98,000 | AID 738
FAK inh = FAK (human) kinase inhibition. hit rate 0.84% among 97,000. Q05397. inhibition, %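 (tested at 7 µM)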. biochemical FAK kinase activity assay; in the data active = inhibition above about 19%;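 also: 0% = DMSO and 100% = reference compound high control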
EphB4 antag = blocks human EphB4 binding to ephrin-B2; EphB4 LBD / TNYL-RAW-Alexa532 peptide, fluorescence polarization; hit rate 0.15% among 97,000; inhibition, % at 7 µM; P54760;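 active = inhibition above the screen-wide mean inhibition plus 3 SD, cut at about 15% in these data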;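 also: 0% = DMSO wells and 100% = excess unlabeled TNYL-RAW peptide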
PostGolgi yeast = growth inhibition of a yeast mutant, post-Golgi transport screen; inhibition, % at 10 µM; post-Golgi transport phenotypic cell assay; hit rate 0.9% among 98,000; AID 739;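 also: yeast cells grown in 1536-well plates; yeast grown about 18 h at 30C before absorbance read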
S1P2 agonist = S1P2 (human) receptor agonism; S1P2-expressing cell line, agonist reporter read-out; activation, % at 4.5 µM; hit rate 0.46% among 97,000; AID 729; in the data active = activation above about 16%;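 also: 0% = vehicle low control and 100% = maximal reference agonist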
PTPN22 inh 2 = blocks human PTPN22 phosphatase activity; recombinant LYP catalytic domain, DiFMUP fluorescence; inhibition, % at 2 µM; hit rate 0.21% among 96,000; Q9Y2R2; AID 640;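 active = inhibition at 2 µM at or above a set limit, the screen mean plus 3 SD, cut at about 24% in these data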;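 also: 0% = DMSO with enzyme and 100% = enzyme fully blocked by orthovanadate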
LYP act = LYP (human) phosphatase activation | hit rate 0.11% among 96,000 | recombinant LYP, DiFMUP fluorescence; 0 = plate median, 100 = signal doubled | AID 697 | Q9Y2R2 | activation, % at 2 µM;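 active = activation at 2 µM above a set limit, the mean plus 5 SD, cut at about 37% in these data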
The depositor's hits bear a star; / = no result given; & = joins results of further samples. Rule as the data show it, unless noted: active = inhibition above about 30%; inactive = the rest.

SMILES	S1P2 antag	HIV Rev-RRE inh	PostGolgi ctrl	FAK inh	EphB4 antag	PostGolgi yeast	S1P2 agonist	PTPN22 inh 2	LYP act
CC(=O)Cc1nsc(Nc2ccc3c(c2)OCCO3)n1	-2	3	14	0	5	-3	-6	6	-7
CCc1c(C)nc(SCC(=O)c2cccs2)c(C#N)c1C	-19	15	12	30*	1	0	-1	0	2
CCOC(=O)Cc1csc(NC(=O)CSc2nnc(C3CC3)n2C)n1	11	6	-7	2	8	3	-10	6	-3
COC(=O)c1cc(NC(=O)CN(c2ccc3c(c2)OCO3)S(C)(=O)=O)ccc1Cl	-27	5	-2	3	7	-4	-3	9	-5
CC12CCC(C(=O)NCc3ccc4c(c3)OCO4)(CC1=O)C2(C)C (stereo not drawn)	2	3	-1	0	-7	2	-2	-10	10
COCCn1c(SCC(=O)Nc2cc(C)on2)nnc1-c1ccco1	-26	6	4	1	-3	1	-6	3	-1
COC(=O)Cc1cc(=O)n2[nH]cnc2n1	11	5	1	10	5	2	-4	8	-4
C=CCn1c(Oc2cc(C)ccc2C)nc2c1c(=O)n(C)c(=O)n2C	-7	6	5	1	6	-8	-5	6	-10
COC(=O)C(OC(=O)c1ccc(OC)cc1)C(=O)OC	-24	4	/	-3	9	/	-3	6	-7
O=C1c2ccccc2NC(c2ccc(-c3cccc(Cl)c3)o2)N1O (stereo not drawn)	9	11	12	12	1	-16	-8	20	-18
O=C1CC(SCc2nc3ccccc3[nH]2)C(=O)N1c1cccc(F)c1 (stereo not drawn)	-27	8	1	3	6	-4	-5	-5	3
Cc1ccc(C(NC(N)=O)c2ccccc2)cc1 (stereo not drawn)	-3	3	11	1	-3	-1	0	-20	21
CCc1ccc(OCC(=O)Nc2ccc(-c3nc4ccccc4o3)c(O)c2)cc1	6	10	-3	30*	-6	-3	-5	11	-12
Cc1cccc(N(CC(=O)Nc2ccc(-c3nc4ccc(C)cc4s3)cc2)S(C)(=O)=O)c1	10	1	-9	-21	4	1	2	5	-3
O=C(CCCc1c[nH]c2ccccc12)N1CCCCCC1	-1	4	12	1	2	-3	-3	3	-6
Cc1ccccc1OCc1nnc(SCc2cc(=O)[nH]c3ccccc23)o1	-7	0	-5	5	14	-2	-2	-5	4
CN1CCc2cc3c(c4c2C1CC41CCC(=NO)CC1)OCO3 (stereo not drawn)	-10	5	11	1	2	-2	-8	4	-5
COc1ccc(CN2CN(c3ccc(Cl)cc3)C(=O)N(n3cnnc3)C2)cc1	5	7	5	-2	5	3	-7	13	-11
O=C(C1CCCCC1)N1CCN(c2ccccc2F)CC1	15	6	4	4	-3	-1	-3	-5	2
CN1CCN(C(=O)c2cc3ccccc3oc2=O)CC1	2	9	10	3	-2	-4	2	6	-2
CCOC(=O)c1c(NC(=O)c2nn(CC)cc2Br)sc2c1CCCCC2	5	17	20	0	3	3	-7	7	-6
Cc1nc2nc(-c3ccco3)[nH]n2c(=O)c1C	-22	1	6	0	-2	4	0	-2	2
CC(Oc1ccc2oc(-c3ccccc3)c(C(=O)O)c2c1)C(=O)O (stereo not drawn)	-5	0	3	-3	-9	-3	0	-5	4
O=C(NC1CCC(C(=O)O)CC1)OCc1ccccc1 (stereo not drawn)	-6&-8	2&4	7&-3	-1&0	5&-3	-8&2	-2&-7	-2&-3	2&4
CCOc1cc(C(=S)N2CCCC2)ccc1OCC(=O)Nc1c(C)cc(C)cc1C	8	-7	/	-5	-4	/	-5	/	/
CC(C)Cc1nnc(NC(=O)c2cc(-c3ccccc3)nc3ccccc23)s1	10	5	11	-1	1	8	-1	2	1
O=C(N/N=C/c1ccncc1)/C(=C/c1ccccc1)NC(=O)c1ccccc1	13	-1	0	1	5	0	-5	4	1
O=S1(=O)CC(N2CCCCC2)C(N2CCCCC2)C1 (stereo not drawn)	-2	-1	0	-2	-2	11	-8	-3	0
CCCC(c1nnnn1C(C)(C)CC)N(CCCO)Cc1cc2cc(C)cc(C)c2[nH]c1=O (stereo not drawn)	8	-3	3	3	-3	0	-4	0	-3
CCS(=O)(=O)CCSC(=N)N	7	11	-2	-2	3	5	-6	5	-2
Cc1ccc(/C=N/NC(=O)c2ccco2)s1	-21	4	0	1	-9	2	-7	10	-5
Cn1c(=O)c2cc(S(=O)(=O)NC(Cc3ccccc3)C(=O)NCc3ccco3)ccc2n(C)c1=O (stereo not drawn)	-5	-2	5	6	7	-1	-9	3	-3
O=C(NCc1nc2ccccc2[nH]1)c1cc2ccccc2oc1=O	-2	-4	7	-4	-2	-2	-3	0	0
Cc1csc(=N)n1-c1ccc(Cl)cc1	8	5	3	5	3	-3	-11	-2	-1
COC(=O)C(C)Oc1ccc(=O)[nH]n1 (stereo not drawn)	18	1	26	1	-3	-5	-4	-8	8
COc1ccc(C2c3c(oc4ccccc4c3=O)C(=O)N2CCCN2CCOCC2)cc1 (stereo not drawn)	7	4	/	2	-2	/	-6	0	-1
Cc1cc(C)cc(N2CC34C=CC(O3)C(C(=O)OCC(=O)NCc3ccco3)C4C2=O)c1 (stereo not drawn)	22	1	14	0	0	-2	-6	-8	8
CC(=O)Oc1ccc(C(C)=O)c2c1OCCO2	-13	9	-6	4	2	19	0	-12	13
Cn1c2c(c(=O)n(C)c1=O)C(c1cccc(Br)c1)C1C(=O)c3ccccc3C1=N2 (stereo not drawn)	17	3	/	4	-2	/	-2	-5	12
O=C(c1cccnc1)N1C2C=CC(C2)C1(C(F)(F)F)C(F)(F)F (stereo not drawn)	10	4	6	2	4	11	-1	4	-4
CCC(=O)Nc1sc2c(c1C#N)CC(C)(C)NC2(C)C	0	0	9	1	-5	3	-3	-6	3
Cc1ccc(NC(=O)C2CC(=O)NC(Nc3cccc(C)c3)=N2)cc1 (stereo not drawn)	25	6	-4	8	5	2	-5	12	-9
Cc1ccc(-c2cc(C#N)c(=O)n(Cc3c(Cl)cccc3Cl)c2)cc1	16	1	5	-7	-7	2	-9	-5	9
Cc1ccc(NC(=O)CC(O)(C(F)(F)F)C(F)(F)F)cc1	-1	5	11	2	9	15	-3	1	2
COC(=O)c1ccccc1NC(=O)COC(=O)CSCC(=O)N1CCOCC1	20	8	2	-1	7	5	-3	-5	2
Cc1ccccc1NC(=S)NC(NC(=O)C(C)(C)C)C(Cl)(Cl)Cl (stereo not drawn)	11	-1	22	2	6	-2	1	3	1
COc1cc(/C=N/NC(=O)CSCc2ccc([N+](=O)[O-])cc2)cc(OC)c1OC	-13	10	3	3	3	-2	0	1	1
CC1CCCCC1NC(=O)CC1Oc2ccccc2NC1=O (stereo not drawn)	13	4	4	5	7	-12	-4	-29	25
COc1ccc(NC(=O)CC2C(=O)N(c3ccc(Cl)cc3)C(=S)N2CCc2ccncc2)cc1 (stereo not drawn)	14	4	8	2	3	2	-5	0	5
CN(C)c1[nH]c(=O)c(C#N)c2c1CCN2Cc1ccccc1	-8	7	4	-7	3	6	-3	-5	4
CCN(CC)C(=O)N1CCC(NC(=O)Cc2ccccc2)CC1	12	5	-3	1	7	5	-4	-15	16
Cc1ccc(C(=O)N/C(=C/c2cccs2)C(=O)N2CCCCCC2)cc1	-3	4	-6	4	-7	-7	-5	-5	1
COc1ccc(CCn2c(C)cc(C(=O)CSc3nnnn3C)c2C)cc1	20	-1	16	-7	-2	21	-11	4	0
N=c1c(S(=O)(=O)c2ccccc2)cc2c(=O)n3ccccc3nc2n1CC1CCCO1 (stereo not drawn)	-25	14	13	-1	0	6	10	-6	4
CCS(=O)(=O)N1Cc2ccccc2CC1C(=O)NCC12CC3CC(CC(C3)C1)C2 (stereo not drawn)	-11	4	25	3	0	3	-1	-4	2
Cc1ccc(SC(C)C(=O)Nc2ccc(S(=O)(=O)N3CCOCC3)cc2)cc1 (stereo not drawn)	5	7	3	1	-3	-9	-4	-12	9
COC(=O)c1cc(Br)c(=O)n(Cc2ccc(OC)c(OC)c2)c1	4	3	16	2	-1	10	-7	-16	13
Cc1cccc(-n2c(CNC(=O)COc3ccccc3)nnc2SCC(=O)Nc2nccs2)c1	-5	5	-2	3	2	-1	-8	11	-10
Cn1c(CCNC(=O)c2ccco2)nc2cc(NC(=O)NC3CCCCC3)ccc21	-5	-2	15	-2	-9	0	-5	10	-12
Cc1cc(Nc2cccc(F)c2)nc(-c2ccccc2O)n1	-14	11	15	6	11	6	-8	-10	9

Gathered by group: the entries above containing a furan ring, fused or not
SMILES	S1P2 antag	HIV Rev-RRE inh	PostGolgi ctrl	FAK inh	EphB4 antag	PostGolgi yeast	S1P2 agonist	PTPN22 inh 2	LYP act
COCCn1c(SCC(=O)Nc2cc(C)on2)nnc1-c1ccco1	-26	6	4	1	-3	1	-6	3	-1
O=C1c2ccccc2NC(c2ccc(-c3cccc(Cl)c3)o2)N1O (stereo not drawn)	9	11	12	12	1	-16	-8	20	-18
Cc1nc2nc(-c3ccco3)[nH]n2c(=O)c1C	-22	1	6	0	-2	4	0	-2	2
CC(Oc1ccc2oc(-c3ccccc3)c(C(=O)O)c2c1)C(=O)O (stereo not drawn)	-5	0	3	-3	-9	-3	0	-5	4
Cc1ccc(/C=N/NC(=O)c2ccco2)s1	-21	4	0	1	-9	2	-7	10	-5
Cn1c(=O)c2cc(S(=O)(=O)NC(Cc3ccccc3)C(=O)NCc3ccco3)ccc2n(C)c1=O (stereo not drawn)	-5	-2	5	6	7	-1	-9	3	-3
Cc1cc(C)cc(N2CC34C=CC(O3)C(C(=O)OCC(=O)NCc3ccco3)C4C2=O)c1 (stereo not drawn)	22	1	14	0	0	-2	-6	-8	8
Cn1c(CCNC(=O)c2ccco2)nc2cc(NC(=O)NC3CCCCC3)ccc21	-5	-2	15	-2	-9	0	-5	10	-12
